# Source: PubChem (several laboratories)
# ADAM10 inh = ADAM10 inhibition, QFRET primary screen | inhibition, % at 7 µM | 370,000 compounds, 0.62% hits | recombinant ADAM10, EDANS/DABCYL FRET peptide cleavage, 3 h | O14672;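 active = inhibition above a per-campaign cutoff equal to the mean of compounds falling between control-based bounds plus 3 SD, cut at about 20% in these data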;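 also: 0% = DMSO wells while the 100% control is not disclosed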
# HGIII-sPLA2 inh = Inhibits HGIII-sPLA2 liposome hydrolysis, primary screen; Q9NZ20; QFRET BODIPY PC-A2 liposome hydrolysis, fluorescence; AID 743126; 370,000 compounds, 0.56% hits; inhibition, % at 12.2 µM;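 active = inhibition above mean plus 3 SD of compounds lying within the high and low control bounds, cut at about 19% in these data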;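 also: 0% = median of test compound wells and 100% = no enzyme DMSO wells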
# Target sequence (Q9NZ20 whole entry, looked up): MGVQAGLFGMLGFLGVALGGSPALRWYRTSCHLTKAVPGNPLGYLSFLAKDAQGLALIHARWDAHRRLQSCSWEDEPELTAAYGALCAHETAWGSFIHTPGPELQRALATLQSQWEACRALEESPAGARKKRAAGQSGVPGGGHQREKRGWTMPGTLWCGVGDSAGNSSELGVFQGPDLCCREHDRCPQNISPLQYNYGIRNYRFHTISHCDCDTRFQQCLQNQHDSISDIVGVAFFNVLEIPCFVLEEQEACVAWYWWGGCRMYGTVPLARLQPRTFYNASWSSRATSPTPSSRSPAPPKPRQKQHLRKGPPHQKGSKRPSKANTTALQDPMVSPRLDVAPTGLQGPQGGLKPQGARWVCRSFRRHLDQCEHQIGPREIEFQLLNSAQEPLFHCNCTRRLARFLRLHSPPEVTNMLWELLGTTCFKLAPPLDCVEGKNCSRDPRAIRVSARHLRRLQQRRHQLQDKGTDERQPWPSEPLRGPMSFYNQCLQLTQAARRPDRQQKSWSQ
# ASAP1 GAP inh = blocks human ASAP1-stimulated Arf1 GTP hydrolysis | GDP FP detection | inhibition, % at 16.5 µM | AID 624377 | 360,000 compounds, 0.19% hits; in the data active = inhibition above about 25%;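 also: 0% = vehicle with enzyme and substrate and 100% = no enzyme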
# GAA850 FXN act = activators of GAA850 frataxin (FXN) promoter. HEK293 lucGAA850 FXN promoter luciferase reporter, 24 h; percent of 10 µM SAHA response. activation, % at 6 µM. 360,000 compounds, 0.56% hits;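 active = activation above the average of all compounds screened plus 3 SD, cutoff fixed separately per campaign, cut at about 7.5% in these data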;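 also: 0% = DMSO wells and 100% = 10 µM SAHA wells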
# DDE Tn6 FP inh = inhibitors of Tn6 peptide binding to human fibrin DD(E); P02675; inhibition, % at 8.3 µM; 370,000 compounds, 0.21% hits; Fibrin DD(E) TRITC-Tn6 fluorescence polarization displacement; AID 720509;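 active = inhibition above a per-campaign cutoff: mean of compounds within control limits plus 3 SD, cut at about 15% in these data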;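 also: 0% = median of all compound wells on the plate and 100% = blocking peptide control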
# rCAG binder = molecules binding r(CAG) RNA repeats | r(CAG) RNA repeat, TO-PRO-1 dye displacement fluorescence | 370,000 compounds, 1.3% hits | inhibition, % at 3 µM;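 active = inhibition above the plate cutoff, the mean of all test compounds on that plate plus 3 SD, cut at about 35% in these data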;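 also: 0% = DMSO alone and 100% = 100 µM mitoxantrone as full dye displacement; higher means more dye released from RNA so lower well fluorescence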
# ARFGAP1 inhibitor = rat ARFGAP1 inhibition. inhibition, % at 16.5 µM. 360,000 compounds, 0.26% hits. AID 651572. Arfgap1-stimulated ARF1 GTP hydrolysis, GDP FP detection;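 active = inhibition above a per-plate limit, mean inhibition of low control wells plus 3 SD, cut at about 25% in these data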;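 also: 0% = DMSO wells with enzyme and 100% = wells lacking Arfgap1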
# Target sequence (Q62848 1-136 limits assumed): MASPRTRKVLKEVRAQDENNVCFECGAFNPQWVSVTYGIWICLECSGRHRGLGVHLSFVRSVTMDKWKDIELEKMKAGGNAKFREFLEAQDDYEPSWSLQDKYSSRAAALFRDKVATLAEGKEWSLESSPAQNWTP
#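 Material – truncated rat Arfgap1 GAP domain · Buffer or medium – HEPES-based buffer, pH 7.5 · Reagent – human ARF1(Δ1-17)-GTP substrate · Dosing – 16.5 µM single point, 1.26% DMSO · Schedule – GTP hydrolysis reaction 2 h at 25 °C · Technique – GDP detection by fluorescence polarization · Benchmarks – No-Arfgap1 wells (100%) versus DMSO full-reaction wells (0%) · Repeats – single replicate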
# KLK7 zymogen act = activates the human kallikrein-7 zymogen; P49862; purified proKLK7, EDANS-DABCYL substrate fluorescence; 100% is mature enzyme control, 0% vehicle; activation, % at 7 µM; 370,000 compounds, 0.9% hits; AID 652039;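 active = activation above the mean of all tested compounds plus 3 SD, computed per campaign excluding outliers beyond control limits, cut at about 13% in these data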
# Target sequence (P49862 whole entry, looked up): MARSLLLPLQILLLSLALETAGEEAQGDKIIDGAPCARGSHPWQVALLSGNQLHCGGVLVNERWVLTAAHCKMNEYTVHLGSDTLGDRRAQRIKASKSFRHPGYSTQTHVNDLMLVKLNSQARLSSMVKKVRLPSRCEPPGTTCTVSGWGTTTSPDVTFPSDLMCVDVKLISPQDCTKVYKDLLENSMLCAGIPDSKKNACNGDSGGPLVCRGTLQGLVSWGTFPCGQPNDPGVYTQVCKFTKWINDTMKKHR
# NPR1 activator = GC-A (human) enzyme activation | P16066 | HEK293 GC-A cells, cGMP TR-FRET, EC30 ANP; 0% at EC30 ANP, 100% saturating ANP | activation, % at 10 µM | 370,000 compounds, 0.14% hits | AID 1671463; in the data active = activation above about 40%
# NPR2 activator = GC-B (human) receptor activation; P20594; HEK293-GC-B cells, CNP EC30, cGMP TR-FRET; 0% at EC30 CNP, 100% saturating CNP; activation, % at 10 µM; 370,000 compounds, 0.11% hits; AID 1920062;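 active = activation at 10 µM reaching about 35% in either raw or pattern-adjusted values, limit read from the data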
# Active calls of the source: *; / = no result given.
SMILES,ADAM10 inh,HGIII-sPLA2 inh,ASAP1 GAP inh,GAA850 FXN act,DDE Tn6 FP inh,rCAG binder,ARFGAP1 inhibitor,KLK7 zymogen act,NPR1 activator,NPR2 activator
CCCCN1C(=N)N([C@@H](CCC)CN2CCC[C@H]2CN2C(N)=NC[C@H]2C(C)C)C[C@H]1[C@H](C)CC,-12,10,10,1.5,5,5,5,0.2,0,-2
COc1ccc(CC(=O)N/N=C(\C)CC(=O)Nc2ccc(N(C)C)cc2)cc1OC,-4,3,-16,2.3,9,1,2,-0.5,-1,-5
CN(C)S(=O)(=O)c1ccc2c(c1)nc(CCC(=O)O)n2C,4,5,13,-1.3,1,0,10,0.7,1,-2
CC(=O)c1cccc(CN2CCN(CCC(C)C)C(CCO)C2)c1 (configuration not stated),-3,10,-1,0.3,1,-5,8,-0.1,0,2
Cc1ccc(S(=O)(=O)N2C[C@]3(O)C[C@@H]4C(=O)N(c5ccccc5)C(=O)[C@@H]4C[C@]3(OC(=O)NC3CC3)C2)cc1,-3,4,-17,-0.4,7,2,16,0.4,0,-3
CCN(CC)CCNC(=O)c1ccc(NC(=O)/C=C/c2cc(OC)c(OC)c(OC)c2)cc1,-104,-9,9,0.7,-2,-5,14,5.4,0,-2
COC(=O)c1cn(NC(=O)c2ccc(F)cc2)c(=O)c2ccccc12,-5,3,8,1.2,1,-1,8,0.0,3,2
NC(=O)C12C(=O)NC(=O)C1(C(=O)O)C21CCCC1 (configuration not stated),-10,4,-9,0.7,-4,3,4,-0.4,-1,0
Cc1cc(Br)cc(Cl)c1OC(=O)c1cnccn1,-3,1,-3,-0.6,-3,-1,9,0.1,2,-3
COc1ccc(/C=N/n2c(SC)nnc2-c2ccccc2)c(OC)c1OC,-1,-10,-6,-7.8,-6,-1,1,0.1,-6,-8
C=CCN1C(=O)C(CC(=O)NCC)SC1=Nc1ccccc1CC (configuration not stated),-6,-4,-13,-0.1,-8,-7,-1,-0.2,1,3
O=C(COC(=O)c1ncc(Cl)c(Cl)c1Cl)NNC(=O)c1ccccc1,-11,8,-5,1.8,-5,1,1,-0.5,-3,-1
COc1cccc(-c2cc(C(F)(F)F)nc(N3CCN(c4ccccc4)CC3)n2)c1,-3,0,-1,-1.3,2,2,0,0.1,3,10
O=C(NCCc1c[nH]c2ccccc12)/C(=C\c1cccnc1)NC(=O)c1cccs1,-3,-28,-1,2.4,1,4,-1,0.3,2,-3
CC(Oc1cc2oc(=O)cc(-c3ccccc3)c2cc1Cl)C(=O)NCC1CCC(C(=O)O)CC1 (configuration not stated),-48,-2,-2,11*,-6,12,2,0.5,-3,-2
Cc1cc(C)cc(-n2c(C)cc(C(=S)N3CCOCC3)c2C)c1,-6,15,8,2.9,-1,-2,6,0.5,-5,0
CCC(C)(C)n1nnnc1CN1CCC(c2nc3ccc(C)cc3[nH]2)CC1,8,-3,7,-0.3,1,-2,2,-0.2,2,-7
CCNC(=S)SCCOc1ccc(C)cc1,4,1,-5,0.6,-7,-1,-5,0.1,7,1
CCOc1cc(/C=N/NC(=O)c2nn(C)cc2Br)ccc1OCc1ccccc1,3,-2,11,-4.9,10,-4,5,0.3,1,8
CCOC(=O)C1CCN(C(=O)c2n[nH]c(=O)c3ccccc23)CC1,-5,6,5,0.8,-8,-3,0,0.1,5,-2
Cc1nnsc1SC(C)C(=O)O (configuration not stated),-5,2,-4,-0.2,-6,0,1,0.0,1,-5
Cc1cccc(NC(=O)COC(=O)c2ccc3c(c2)OCO3)c1C,-12,8,-4,0.8,5,0,-5,0.3,6,4
Cc1cc(C)cc(N(CCC#N)C(=O)COC(=O)c2ccc(OCc3c(C)noc3C)cc2)c1,15,-31,1,-1.4,1,-4,-2,-0.8,1,-1
O=C1NC2=C(C(=O)CCC2)C(c2ccccc2)N1 (configuration not stated),-18,16,9,-0.8,-7,5,14,-0.5,4,-1
CC(=O)N1CCC(C(=O)N2CCN(S(=O)(=O)c3ccc(Cl)s3)CC2)CC1,-11,-3,8,1.7,-10,-3,1,0.0,-1,-1
COc1ccc(Nc2nc(N)nc(CSC(=S)N3CCCCC3)n2)cc1,0,-9,12,8.2*,4,-2,-1,0.5,2,1
O=C(CCC1CCCN(C(=O)c2ccc3[nH]ccc3c2)C1)N1CCN(c2ccccn2)CC1 (configuration not stated),-11,-5,-5,0.0,0,-8,2,-0.5,-4,2
NC(=O)c1c(NC(=O)c2cccc(N3C(=O)CCC3=O)c2)sc2c1CCCCC2,0,3,0,1.5,7,-2,7,1.0,0,1
CCc1nnc(NC(=O)c2cc(S(=O)(=O)N3CCN(c4ccccc4)CC3)ccc2Cl)s1,3,2,-5,-1.6,4,9,-12,-0.3,0,-1
CCCCCc1ccc(-c2ccc(OCC)cc2)nc1,1,-2,13,1.9,-10,0,-7,-0.5,-3,5
O=C(N/N=C/c1ccc(Cl)cc1)c1cc2c(s1)-c1ccccc1CC2,-28,0,4,1.8,-5,1,5,-1.7,1,-1
CC(C)(C)c1ccc(CN2C(=O)CSC2=O)cc1,-2,-9,1,-0.9,1,-1,8,0.6,-2,2
N#Cc1ccc(-c2nc3ccc(Br)cn3c2Cc2ccsc2)cc1,-7,-5,7,/,8,15,19,0.1,-1,-4
COC(=O)CCCCC1SCC2NC(=O)NC21O (configuration not stated),-13,7,-1,0.2,-1,1,8,-0.3,/,/
COc1ccc(/C=N/Nc2cc(C)nc3c(C)cccc23)cc1,-16,-22,22,0.9,-9,20,14,0.2,-9,0
COc1ccccc1NS(=O)(=O)c1cccc(NS(=O)(=O)c2cc(C(=O)O)ccc2Cl)c1,-7,-12,-16,-1.4,10,9,11,0.6,3,-1
CC1(c2ccccc2)CC(C)(C)N2C(=O)Cc3cccc1c32 (configuration not stated),0,-14,-9,1.7,11,-2,8,-0.1,2,-1
O=C(CCc1ccccc1)NN1C(=O)C2C3C=CC(O3)C2C1=O (configuration not stated),4,9,-2,-1.2,-3,-2,8,-0.1,-1,0
COC(=O)c1cn(C)c2ccc(S(=O)(=O)N3CCCCC3)cc2c1=O,12,4,0,-2.8,11,2,1,0.8,2,1
Cc1nnc(NC(=O)c2ccc(Br)cc2)s1,5,-3,14,4.0,-1,2,2,0.5,0,-1
COc1cc(C)c(/C=C/C(C)=C/C=C/C(C)=C/C(=O)O)c(C)c1C,-3,-10,-3,2.3,-4,47*,-14,0.0,0,3
CN(C(=O)COC(=O)/C=C/c1ccc(F)cc1)c1c(N)n(Cc2ccccc2)c(=O)[nH]c1=O,-8,8,8,-1.1,1,-3,0,-0.3,-1,1
Cc1cccn2c(=O)c(/C=C(\C#N)S(=O)(=O)c3ccccc3)c(N3CCN(C)CC3)nc12,-29,-7,12,0.8,-1,-3,-1,1.3,11,3
Cc1cccc(C(=O)NC2CC3CCCC(C2)N3C(=O)Nc2ccccc2)c1 (configuration not stated),-8,14,8,-0.3,-8,-2,-5,-0.1,-1,2
CC(OC(=O)c1ccc(Cl)c(S(N)(=O)=O)c1)C(=O)NCc1ccc2c(c1)OCO2 (configuration not stated),-7,5,5,2.9,4,3,-7,0.2,-1,-3
CCOC(=O)c1c(C)nc(-c2ccccc2)nc1NC(=O)C(C)C,-10,-4,-4,4.5,9,-7,6,0.4,5,-3
Cc1cccc(NC(=O)CSc2ncnc3sc4c(c23)CCCC4)c1,-2,-3,/,/,0,6,/,1.0,3,0
Cc1cc(C)cc(OCC(=O)N(Cc2ccccc2)C2CCS(=O)(=O)C2)c1 (configuration not stated),0,-6,5,0.6,-2,2,0,-0.1,-8,-2
C[n+]1cc[nH]c1SCC(=O)c1ccc(Cl)cc1,-2,-15,-4,2.7,-1,0,-2,-0.6,-5,10
COC(=O)C1=C(C)N(Cc2ccccc2C(F)(F)F)C(=NCc2cccc(C(F)(F)F)c2)NC1c1ccc(F)cc1 (configuration not stated),-2,-7,9,/,1,2,8,0.5,-12,-8
O=C1CC2(CCOCC2)Oc2ccc3ccccc3c21,-5,9,2,-0.1,-11,8,1,0.6,0,0
O=C1CCCN1CCCNS(=O)(=O)c1ccc(F)cc1F,-8,15,-1,-2.0,-1,1,10,0.3,-4,2
COc1cc(CC(=O)OCC(=O)NC2CCCC2)cc(OC)c1OC,-15,15,-12,0.4,-8,-2,14,-0.2,-1,2
CC(C)[C@H](NC(=O)c1ccccc1F)C(=O)OCCN1C(=O)c2ccccc2C1=O,-9,0,3,-0.8,1,-3,-19,-0.4,-6,1
O=C(NS(=O)(=O)c1ccccc1[N+](=O)[O-])[C@H]1O[C@@H](n2ccc(=O)[nH]c2=O)[C@H](O)[C@@H]1O,-10,7,1,/,1,2,-2,0.1,3,-2
Cc1ccc(NC(=O)CCNS(=O)(=O)c2cc(Br)cnc2N)cc1Cl,-9,-47,2,3.0,-3,12,12,-0.2,-10,-10
Cc1cc2[nH]c(=O)c(=O)[nH]c2cc1S(=O)(=O)N(C)C1CCCCC1,-75,-12,-14,0.7,0,6,20,-1.6,-2,-5
CCCCC[C@@H]1C=C(C(=O)O)[C@H](c2ccc(C#N)cc2)N1S(=O)(=O)c1ccc(C)cc1,-3,-25,7,-1.0,-3,62*,-14,0.3,0,6
CC1CCN(C(=O)c2ccccc2NC(=O)Nc2ccccc2)CC1,0,3,2,-1.7,-8,-5,3,-0.4,-1,2
Cc1cc(NC(=O)C2CCN(S(=O)(=O)c3cnc[nH]3)CC2)ccc1Br,-10,-34,2,-1.2,-3,7,7,-1.0,-4,-1

# Next results follow:
SMILES,ADAM10 inh,HGIII-sPLA2 inh,ASAP1 GAP inh,GAA850 FXN act,DDE Tn6 FP inh,rCAG binder,ARFGAP1 inhibitor,KLK7 zymogen act,NPR1 activator,NPR2 activator
COC(=O)c1ccc(C2c3c(n[nH]c3C)C(=O)N2c2ccc(C)cc2)cc1 (configuration not stated),0,-11,-6,1.1,4,6,12,0.0,12,15
CC1(C(=O)NS(=O)(=O)c2cccc(F)c2)CCN1C(=O)CCC1CCCC1 (configuration not stated),-23,4,7,0.7,13,5,7,-1.5,1,-3
C/C(=N\Nc1ccc([N+](=O)[O-])cc1[N+](=O)[O-])c1cccnc1,-10,4,-4,-1.3,-5,0,10,0.7,-4,-11
COc1cccc(CNc2nc(NC(C)C)nc3ccsc23)c1OC,-37,-11,3,-0.9,7,-2,9,-0.4,10,2
CC1(C)CC(NS(=O)(=O)c2ccc(S(=O)(=O)N3CCOCC3)cc2)CCO1 (configuration not stated),1,-1,7,0.4,2,-6,7,-0.5,-2,2
CCOC(=O)CSc1n[nH]c(-c2ccco2)n1,-1,2,-6,-0.2,-5,2,13,-0.9,1,3
CC(C)(C)C(=O)Nc1ccc(C(=O)CN2C(=O)NC3(CCOc4ccccc43)C2=O)cc1 (configuration not stated),-7,-7,-3,0.1,-6,7,-1,1.2,0,3

# Hits appear at their usual frequency; any-hit rate near 4.5%.
